IMPase cell inh: cell-permeable inhibitors of inositol monophosphatase (IMPase); inhibition (IP1 accumulation), % at 46.1 µM; P97697; 120,000 tested, under 10 active; CHO-M1 cells, IP1 accumulation, HTRF TR-FRET ratio; active = well fitted curve in the direction sought with a large enough effect in the signal ratio, not every such curve was filed as active; inconclusive = small, poorly fitted or top-dose-only effect, or a change in a side signal; inactive = no such curve, though single readings can be large or run the other way; the % refers to the signal ratio;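 note: cells stimulated with carbachol in lithium chloride buffer; plate controls were DMSO basal wells for no effect and reference inhibitor wells for full effect; higher means more IMPase inhibition seen as more IP1 and lower FRET ratio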
Target sequence (P97697 whole entry, looked up): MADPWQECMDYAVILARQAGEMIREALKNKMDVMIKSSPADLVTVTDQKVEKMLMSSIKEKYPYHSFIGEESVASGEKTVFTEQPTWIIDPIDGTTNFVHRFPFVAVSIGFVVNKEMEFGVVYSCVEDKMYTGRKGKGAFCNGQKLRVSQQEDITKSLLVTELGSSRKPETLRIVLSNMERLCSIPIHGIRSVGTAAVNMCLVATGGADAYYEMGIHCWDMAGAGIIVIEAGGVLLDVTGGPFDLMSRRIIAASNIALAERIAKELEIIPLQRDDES
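The IP-One HTRF competitive assay in carbachol-stimulated CHO-M1 cells quantifies cellular IP1. Compounds spanned up to 46 uM final, and activity is expressed as AC50 from concentration-response fits of the ratio and donor data.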
12-hLO inh: blocks human 12-lipoxygenase activity. purified 12-hLO, xylenol orange hydroperoxide absorbance. Potency, µM (series often up to 57.1 µM), without a hit: top-dose activity change, negative = inhibition, most hits filed as inhibitors. hit rate 0.12% among 150,000; note: potency is the fitted concentration of half-maximal effect; nearly all actives have a fitted effect of over 55% in size; many of its hits are not listed in these tables
Target sequence (P18054 whole entry, looked up): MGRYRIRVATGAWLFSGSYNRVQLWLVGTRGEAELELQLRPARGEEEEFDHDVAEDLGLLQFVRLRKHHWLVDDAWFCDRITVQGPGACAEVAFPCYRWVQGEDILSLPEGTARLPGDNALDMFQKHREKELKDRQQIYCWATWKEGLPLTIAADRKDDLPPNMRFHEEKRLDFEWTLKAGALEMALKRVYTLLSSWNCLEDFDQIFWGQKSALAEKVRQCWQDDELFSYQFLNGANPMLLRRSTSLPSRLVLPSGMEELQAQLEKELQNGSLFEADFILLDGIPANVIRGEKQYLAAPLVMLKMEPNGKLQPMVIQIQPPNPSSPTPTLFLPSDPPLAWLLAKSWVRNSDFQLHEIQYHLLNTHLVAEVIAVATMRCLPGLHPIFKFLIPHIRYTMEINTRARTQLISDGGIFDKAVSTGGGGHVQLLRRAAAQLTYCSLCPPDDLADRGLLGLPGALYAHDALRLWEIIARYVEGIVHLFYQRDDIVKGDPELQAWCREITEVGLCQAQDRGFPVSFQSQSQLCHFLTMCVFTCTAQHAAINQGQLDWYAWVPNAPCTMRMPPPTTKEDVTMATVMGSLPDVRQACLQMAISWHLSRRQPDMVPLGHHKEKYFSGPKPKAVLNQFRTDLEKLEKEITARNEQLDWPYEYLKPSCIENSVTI
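Purified human 12hLO (150 nM), preincubated 15 min with compound, then 40 uM arachidonic acid for 30 min, room temperature, Hepes pH 7.0 with 0.01% Triton X-100. Hydroperoxide detected by ferrous iron/xylenol orange; 573/405 nm absorbance ratio gives reaction progress.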
PNC assembly inh: inhibitors of perinucleolar compartment assembly; PC3M PTB-GFP, PNC prevalence imaging, 16 h; stronger effect = lower value; activity change (PNC), negative = inhibition, % at 10 µM; hit rate 3.1% among 140,000; AID 2417;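 active = readout at or below -70, meaning at least 70% loss of cells showing the perinucleolar compartment, a nuclear body marking cancer cells; inconclusive = readout between -30 and a set limit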;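 note: plate controls were DMSO wells for no effect and camptothecin positive control wells for full effect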
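PC3M cells stably expressing PTB-GFP, 750–1000 cells/well, treated 16 h at 37 °C with compound (23 nl of library stock), in duplicate. After paraformaldehyde fixation and Hoechst stain, imaged at 20x; PNC prevalence scored by image analysis.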
15-hLO-2 inh: blocks human 15-lipoxygenase 2 activity; purified 15hLO-2, xylenol orange hydroperoxide absorbance; O15296; Potency, µM (doses to about 57.1 µM), without a hit: at the highest dose activity change, negative = inhibition, hits mostly inhibitors; hit rate 0.56% among 110,000; note: potency is the fitted concentration of half-maximal effect; nearly all actives have a fitted effect of over 60% in size; many of its hits are not listed in these tables
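Enzyme 50 nM, AA 45 uM, 25 mM Hepes pH 7.5 + 0.01% Triton X-100; cpd preinc 15 min RT, rxn 90 min RT; stop/detect with 200 uM XO + 300 uM Fe(II) in 50 mM H2SO4, 30 min; A573/A405.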
* hit, by the source's call; ? = inconclusive; . = no result given; [ ] = dose if it differs, or a comment. Unless noted, calls come from the whole dose curve; as a rule, active = well fitted curve in the direction sought with a large enough effect; inconclusive = small, poorly fitted or top-dose-only effect, or another doubt; inactive = no such curve, though single readings can be large; an effect the other way counts as inactive or inconclusive. Unless noted, % is set by controls: 0 for no effect and ±100 for the full control effect. Not all compounds are listed. The share of hits here may be higher or lower than overall.

A first look, 2 compounds:
SMILES,PNC assembly inh,IMPase cell inh,12-hLO inh,15-hLO-2 inh
Cn1c(=O)[nH]c(=O)c2c1nc(SCCN1CCOCC1)n2CCCc1ccccc1,?,-10,1%,2%
CCOC(=O)CSc1nc2ccccc2c(=O)n1C,9,-2,-2%,.

The whole of this part (from the top)
SMILES,PNC assembly inh,IMPase cell inh,12-hLO inh,15-hLO-2 inh
Cn1c(=O)[nH]c(=O)c2c1nc(SCCN1CCOCC1)n2CCCc1ccccc1,?,-10,1%,2%
CCOC(=O)CSc1nc2ccccc2c(=O)n1C,9,-2,-2%,.
COc1ccc(C2CC(c3ccccc3)=NN2C(=O)CSc2nccc(=O)[nH]2)cc1 (stereo not given),?,.,-9%,.
CCc1ccc(C(=O)NC(C(=O)O)C(C)C)cc1 (stereo not given),-12,1,2%,-4%
CCOC(=O)N1CCN(CC(O)COc2cc(C)ccc2C(C)C)CC1 (stereo not given),21,.,2%,.
CC(C)OC(=O)CN1C(=O)c2ccccc2C1=O,-24,12,-2%,-5%
CN(C)c1ccc(C(C(=O)NC(C)(C)C)N(C(=O)c2csnn2)C2CC2)cc1 (stereo not given),-96*,8,5%,-3%
CCc1nnc(NC(=O)CN2C(=O)/C(=C/c3cc(OC)c(OC)c(OC)c3)SC2=S)s1,11,.,-4%,.
CCc1ccc(NC(=O)CSCCO)cc1,32,.,0%,.
Cc1ccc(/C=N/NS(=O)(=O)c2ccc([N+](=O)[O-])cc2)o1,-2,.,-4%,.
O=C(NCCO)c1cc2ccccc2c(=O)s1,?,1,-2%,9%
O=C(NCCc1ccccc1)C(=O)NN=C1CCCC1,19,1,-5%,1%
CCOc1ccc(C(=O)NCCN(C)C)cc1,?,5,0%,1%
FC(F)(F)c1cnc(Sc2nc3nccc(-c4ccc(Cl)cc4)n3n2)c(Cl)c1,-13,17,-6%,-6%
Cc1cc2c(cc1C)C(c1cc(Br)ccc1F)CC(=O)N2 (stereo not given),15,.,2%,.
O=C(NC(c1ccccc1)c1ccccc1)c1ccc(S(=O)(=O)C(F)F)cc1,?,8,-7%,1%
COc1ccc(C2C(C#N)=C(N)N(c3ccccc3C#N)C3=C2C(=O)CCC3)cc1CN1CCCC1 (stereo not given),-2,.,-1%,.
CCOC(=O)N1CCC(N(CCOC)C(=O)Nc2ccc(Cl)cc2)CC1,39,-11,-11%,4%
CC1=CN2C(=N)/C(=C/c3ccc([N+](=O)[O-])o3)C(=O)N=C2S1,?,7,1%,.
CCOC(=O)c1cc(NC(=O)Nc2ccccc2OC)c(C)nc1C,-81*,4,2%,2%
O=C(CCn1cnc2ccccc2c1=O)Nc1nc2c(s1)CCCC2,?,7,0%,-2%
CCSc1nc(C)cc(C)c1S(=O)(=O)c1ccccc1C,?,6[1.84 µM],-1%,-14%[11.4 µM]
COc1ccc(OC)c(NC(=O)C2CC(=O)n3ncnc3N2)c1 (stereo not given),25,3,1%,12%
CSc1ccc(Cn2nnc(C(=O)Nc3ccc(C)c(C)c3)c2N)cc1,4,-6,-6%,-4%
O=C(Oc1ccccc1)N1CCC[C@@]2(CCN(c3ccccn3)C2)C1,.,.,-1%,8%
O=C(O)c1ccc(COc2cccc(CO)c2)cc1,1,3,2%,0%
CCCOc1ccc(N2C(=O)C3C(C(C)C)NC4(C(=O)c5ccccc5C4=O)C3C2=O)cc1 (stereo not given),29,8,-1%,-13%
CCNC(=S)N1CC(C)OC(C)C1 (stereo not given),-11,4,-4%,-1%
COc1ccc(CNC(=O)C(c2ccco2)N(C(=O)c2csnn2)c2cccc(C)c2C)cc1 (stereo not given),-16,8,1%,.
COC(=O)CSc1nnc(CNC(=O)c2cccs2)n1-c1cccc(C)c1,?,4,-2%,-4%

Single values from the results shown:
In 12-hLO inh, CCc1ccc(NC(=O)CSCCO)cc1 reads 0%
In 12-hLO inh, Cc1cc2c(cc1C)C(c1cc(Br)ccc1F)CC(=O)N2 (stereo not given) reads 2%

Next part
SMILES,PNC assembly inh,IMPase cell inh,12-hLO inh,15-hLO-2 inh
Cc1ccc(S(=O)(=O)N(C)CC(=O)OCC(=O)NC(c2ccccc2)c2ccccc2)cc1,12,.,-2%,.
O=C1CN(C(=O)CSc2nncn2-c2ccccc2)c2ccccc2N1,15,5,-2%,7%
CCc1c(C)nc(N2CCN(Cc3ccccc3)CC2)[nH]c1=O,?,1,0%,1%
Cc1ccc(S(=O)(=O)NCCCCCC(=O)Nc2ccccn2)cc1,16,6,1%,4%
COc1ccc(S(=O)(=O)NCCc2cn3cccc(C)c3n2)cc1OC,-27,1,-4%,0%
O=S(=O)(NC1CCCC1)c1ccc(S(=O)(=O)N2CCCN(Cc3ccccc3)C2)cc1,7,1,-3%,24%
CCCOc1ccc(-c2nc(C#N)c(N3CCN(C)CC3)o2)cc1,-2,3,6%,41%[activator]
CCC(C)NC(=O)C1(C)CCC(=O)N1CCc1ccc(OC)c(OC)c1 (stereo not given),?,-2,-2%,7%
Cc1cccc(C)c1OC(=O)CSc1nnc(-c2ccccc2O)o1,-27,5,-10%,4%
CC(=O)C1C(c2ccc(C)cc2)c2c(n[nH]c2C)CC1(C)O (stereo not given),35,4,6%,1%
N#Cc1c(N)c(C(=O)c2ccccc2)n2c1CCCC2,11,7,-1%,-3%
O=C(Oc1ccccc1)c1ccccc1O,.,.,-4%,-3%
C/C(=N\NC(=O)CNc1ccccc1Cl)C(C)(C)C,-14,1,-5%,18%
CSc1nc(-c2ccco2)nn1C(=O)c1ccc(C)cc1,14,-5,-2%,.
COc1cc(C)c(S(=O)(=O)Nc2ccccc2F)cc1C,?,?,-17%,-3%
Cc1ccc(CC(=O)N2CC(C)OC(C)C2)cc1 (stereo not given),5,4,1%,-1%
CCCc1nc([N+](=O)[O-])c(S(=O)(=O)c2ccccc2)n1CC(C)C,27,.,-3%,.
CC1CN(c2cc(-c3ccccc3)c3ccccc3n2)CC(C)O1 (stereo not given),?,8,-7%,19%
CC(=O)C1=C(C)N(Cc2ccccc2)C(=O)N[C@H]1CCc1ccccc1,47,.,-1%,.
CN(C)CCNCCN,.,.,3%[11.4 µM],-7%[11.4 µM]
CN(C)/C=C1\C(=O)Nc2ccccc21,-15,0,0%,-4%
COc1ccc(OCCOCC(O)CN2CCOCC2)cc1 (stereo not given),29,-5,3%,-1%
COc1ccccc1NS(=O)(=O)/C=C/c1ccccc1,-23,.,-3%,.
COC(=O)CCSc1cc([N+](=O)[O-])cc2c1c(C1OCCO1)nn2-c1ccccc1,61,4,-4%,.
CCN(CC)c1ccc(/C=N\NC(N)=O)cc1,-22,1,0%,.
Cc1nc(C)c(C(=O)Nc2ccc(C)c(F)c2)o1,16,-5,-5%,-8%
CN1CCN(CN2C(=O)C3C4C=CC(C3C2=O)C2C3C(=O)N(CN5CCN(C)CC5)C(=O)C3C42)CC1 (stereo not given),.,.,0%[11.4 µM],1%[11.4 µM]
O=C(O)CCN1C(=O)/C(=C/c2ccc(-c3nc4ccccc4s3)o2)SC1=S,-14,5,-8%,?
Cc1cccc(NC(=O)c2ccc(NCC3CCCO3)c([N+](=O)[O-])c2)c1 (stereo not given),3,.,-1%,.
CCN1C(=O)/C(=C2/C=Cc3ccccc3N2C)OC1=S,?,-1,-4%,-4%

Additional structures follow:
SMILES,PNC assembly inh,IMPase cell inh,12-hLO inh,15-hLO-2 inh
C/C=C\c1ccc(OC)cc1,.,.,1%,-6%
CCc1ccc(NC(=O)CSc2nnc(Cc3cccn3C)n2-c2ccc(OC)cc2)cc1,6,2,-3%,-9%
CCOC(=O)c1cc(CC)sc1NC(=O)c1cc(OCC)c(OCC)c(OCC)c1,-12,1,-8%,-7%
CCOCc1nnc(NC(=O)COC)s1,?,5,-3%,2%
Cc1ccc2cc(CCNS(=O)(=O)c3ccc(F)cc3)c(=O)[nH]c2c1,45,5,-11%,1%
CC(=O)Nc1ccc(C(=O)OCC(=O)c2cccc([N+](=O)[O-])c2)cc1,16,.,-3%,.
Cn1c(SCC(=O)Nc2ccc(N3CCOCC3)cc2)nnc1-c1ccccc1,-14,4,-1%,-2%
CC(C)c1ccc2c(c1)CC[C@H]1[C@](C)(CN)CCC[C@]21C,.,.,-2%,27%
CCC1=C(OC(=O)N(CC)CC)N2C(=O)OC(=NCCc3c[nH]c4ccccc34)[C@]2(C)[C@H]2C1=CC[C@H]1C(=O)N(C)C(=O)[C@H]12,.,.,-4%,9%
O=C(Nc1ccccc1C(=O)Nc1ccc2c(c1)OCO2)c1ccco1,67,4,-9%,-10%
CCO/C(C)=C1\N=C(c2ccc(Cl)cc2)OC1=O,5,-4,5%,-5%
COc1ccc(CN(C)C2CCCCC2)cc1,13,1,-5%,-1%
CCn1nc(C(=O)NNC(=O)COc2ccc(OC)cc2)c2ccccc2c1=O,?,.,-2%,.
CCOC(=O)N1CCC(NC(=O)c2ccc(OC)c(CN3CC(=O)N4CCCC4C3=O)c2)CC1 (stereo not given),?,0,-3%,5%
O=C(Cc1c[nH]c2ccccc12)N/N=C/c1cccc(F)c1,-26,-11,-3%,.
CCN(CC)S(=O)(=O)c1cccc(C(=O)Nc2nncs2)c1,?,9,-7%,-4%
CCCCCCSC1=C(C#N)C(c2ccc(C)o2)CC(=O)N1 (stereo not given),-24,9,-3%,?
COC(=O)CN1C(=S)N(c2ccccc2)C(=O)C1CC(=O)Nc1ccc(Cl)cc1 (stereo not given),52,.,-15%,.
CN(C)/C=C/C(=O)c1nnn(C2CCCCC2)c1NC1CCCCC1,21,9,?,-7%
CC(=O)N1C(=O)N(C)C2C1N(C(C)=O)C(=O)N2C (stereo not given),-14,?,-6%,.
O=C(COC(=O)c1ccccn1)Nc1cc(Cl)ccc1Cl,24,-1,-7%,9%
CC(C)(C)C(=O)Oc1cc(N)n(S(=O)(=O)c2ccc(F)cc2)n1,61,-4,-3%,9%
O=C(Nc1ccc([N+](=O)[O-])cc1)c1cn(-c2ccccc2)nc1-c1cc2ccccc2o1,?,.,-1%,.
CCOC(=O)Cn1nc(C)n(-c2ccccc2)c1=O,15,1,7%,.
CCc1nnc(NC(=O)c2ccc(OC)cc2OC)s1,?,4,-5%,1%
O=C(NCc1cccs1)C1CCN(C(=O)NCc2ccccc2)CC1,0,0,-3%,.
CCCCCCCC#Cc1ccccc1/C=N/S(=O)c1ccc(C)cc1 (stereo not given),12,.,?,.
O=C1CCCCC2CCCCN12 (stereo not given),.,.,-2%[0.00818 µM],2%[0.0915 µM]
Cc1cc(C)nc(SCCS(=O)(=O)Cc2ccccc2)n1,-15,10,2%,10%
O=C(NC1CC2CCC(C1)N2C(=O)NC1CCCCC1)NC12CC3CC(CC(C3)C1)C2 (stereo not given),-10,-10,-3%,-11%
Nc1c(C(=O)NCc2ccccc2)c2nc3ccccc3nc2n1CCCN1CCOCC1,88,.,1%,.
COc1ccc(CNC(=O)c2sc(=S)n(-c3ccc(OC)cc3)c2N)cc1,?,-6,-12%,?

From PubChem
